Screening results from PubChem BioAssay.
PKA-R1A act – activators of PKA-R1A holoenzyme, primary screen, biochemical, fluorescence polarization, Cy5-IP20, bovine R1A, mouse PKAc | cAMP-dependent protein kinase type I-alpha regulatory subunit (Bos taurus) + … | PKA-R1A dissociation; scaled: DMSO 0%, 113 µM cGMP 100% | activation, % at 11.4 µM | 0.083% of 340,000 active;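 active = percent activation above the mean of all tested compounds plus 3 SD, cut at about 19% in these data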;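 note: higher means more PKAc released from R1A so a rise in polarization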
V-ATPase pHluor – regulators of yeast V-ATPase proton pumping, primary screen, pHLuorin cytosolic pH fluorescence; S. cerevisiae; 0.37% of 350,000 active; response, % at 10 µM; in the data active = response mostly above about 7.3%, no sharp cut-off; inactive = mostly below about 5.4%; note: actives read high; inactives centre near 0; some compounds called inactive have numbers as strong as hits; reference of the scale not given here
HTR5A ag – HTR5A agonists in luminescence cell assay, primary screen, counter-screen for OPRM1-OPRD1 heterodimer agonist project, full-deck HTS; AID 504692, 2011; activation, % at 9.3 µM; cell-based; 0.61% of 340,000 active; 5-hydroxytryptamine receptor 5A (Homo sapiens), P47898; in the data active = activation mostly above about 9.5%, no sharp cut-off; inactive = mostly below about 7.6%;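 note: 0% = cells with vehicle only and 100% = reference agonist; strong numbers were not always called active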
Pemphigus Ab inh – inhibitors of pemphigus antibody binding to DSG3, primary screen, biochemical, bead-based, flow cytometry, scFv-GFP. Desmoglein-3 (Homo sapiens), P32926. DSG3-coupled beads, scFv-anti-DSG3-GFP binding; stronger effect = lower value. binding (percent of control), % at 10 µM. 0.48% of 310,000 active. AID 588358, 2011;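 active = binding more than 3 SD below its plate's average and above zero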;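 note: hits lower antibody fragment binding to DSG3; some compounds called inactive have numbers as strong as hits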
PKA-R2B activ – activators of PKA-R2B holoenzyme, primary screen, biochemical, fluorescence polarization, Cy5-IP20, human; PKA-R2B holoenzyme dissociation; R2B truncated from residue 108, S112A mutant; 0% DMSO only, 100% 113 µM cGMP; activation, % at 11.4 µM; 0.079% of 340,000 active; AID 504700, 2011;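 active = activation above a cutoff set at the mean over all compounds plus 3 SD, cut at about 18% in these data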;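 note: higher means more holoenzyme dissociation and a rise in polarization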
Target sequence (P31323 whole entry, looked up, other chains not shown, the tested form may be a part): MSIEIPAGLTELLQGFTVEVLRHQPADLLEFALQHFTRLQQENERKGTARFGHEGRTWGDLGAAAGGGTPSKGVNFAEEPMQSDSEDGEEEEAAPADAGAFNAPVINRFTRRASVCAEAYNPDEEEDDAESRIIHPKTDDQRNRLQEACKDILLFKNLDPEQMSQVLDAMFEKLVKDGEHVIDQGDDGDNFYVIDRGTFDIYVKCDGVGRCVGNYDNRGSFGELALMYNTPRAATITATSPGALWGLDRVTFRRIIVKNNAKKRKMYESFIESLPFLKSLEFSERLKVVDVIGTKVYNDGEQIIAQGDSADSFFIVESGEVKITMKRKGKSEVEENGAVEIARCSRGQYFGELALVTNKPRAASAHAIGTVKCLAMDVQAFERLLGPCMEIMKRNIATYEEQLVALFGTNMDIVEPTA
Arrestin-AP2 inh – inhibitors of beta-arrestin/AP2 binding, primary screen, biochemical, GPCR trafficking, flow cytometry; 0.31% of 340,000 active; inhibition, % at 10 µM; FITC-arrestin peptide / GST-AP2 beads; AP2 beta2 appendage carries R879A mutation;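 active = inhibition above a set limit, near 3 SD of compounds lacking own fluorescence, cut at about 54% in these data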;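 note: plate controls were DMSO wells for no effect and 5 µM unlabelled arrestin peptide for full effect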
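test system = AP2 appendage R879A on GSH beads | buffer or medium = PBS plus Tween 20 (0.05%) and BSA (0.1%) | incubation = 12 min plus 1 h, RT | detection = bead flow cytometry, FITC channel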
OPRM1-OPRD1 ag – agonists of OPRM1-OPRD1 heterodimerization, primary screen, cell-based, luminescence; Mu-type opioid receptor (Homo sapiens) + Delta-type opioid receptor (Homo sapiens), …; cells; activation, % at 9.3 µM; 0.3% of 340,000 active; AID 504326, 2011; in the data active = activation above about 18%;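 note: 0% = vehicle-treated cells and 100% = reference agonist; values of inactives mirror those of a sister screen read the other way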
DAGLB inhibitor – DAGLB lipase inhibitors, primary screen, biochemical, fluorescence, HTS | 0.059% of 340,000 active | AID 504411, 2011 | inhibition, % at 5.17 µM | HEK293T DAGLB membrane lysate, EnzChek fluorogenic substrate | Diacylglycerol lipase-beta (Homo sapiens), Q8NCG7; in the data active = inhibition above about 34%;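 note: 0% = enzyme with vehicle and 100% = wells lacking enzyme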
Target sequence (Q8NCG7 whole entry, looked up): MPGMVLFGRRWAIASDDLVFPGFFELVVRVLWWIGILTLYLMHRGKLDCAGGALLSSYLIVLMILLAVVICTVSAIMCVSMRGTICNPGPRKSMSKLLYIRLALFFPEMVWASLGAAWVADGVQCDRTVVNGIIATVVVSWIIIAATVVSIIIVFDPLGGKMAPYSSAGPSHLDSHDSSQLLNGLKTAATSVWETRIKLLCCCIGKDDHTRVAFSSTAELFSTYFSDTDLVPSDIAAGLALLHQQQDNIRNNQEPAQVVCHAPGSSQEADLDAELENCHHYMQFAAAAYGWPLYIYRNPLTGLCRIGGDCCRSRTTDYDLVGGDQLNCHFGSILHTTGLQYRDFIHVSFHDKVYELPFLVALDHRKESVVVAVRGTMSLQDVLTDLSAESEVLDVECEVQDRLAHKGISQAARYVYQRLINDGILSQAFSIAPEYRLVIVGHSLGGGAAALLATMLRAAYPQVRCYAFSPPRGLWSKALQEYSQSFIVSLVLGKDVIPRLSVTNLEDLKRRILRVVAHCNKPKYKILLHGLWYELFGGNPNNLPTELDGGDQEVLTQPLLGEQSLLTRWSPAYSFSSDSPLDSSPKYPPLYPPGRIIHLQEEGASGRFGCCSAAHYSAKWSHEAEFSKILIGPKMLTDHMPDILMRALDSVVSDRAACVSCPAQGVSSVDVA
OPRM1-OPRD1 inv – inverse agonists of MOR-DOR heterodimerization, primary screen, cell-based, luminescence; AID 504357, 2011; inhibition, % at 9.3 µM; 0.21% of 340,000 active; Mu-type opioid receptor (Homo sapiens) + Delta-type opioid receptor (Homo sapiens), …; cell-based MOR-DOR heterodimer luminescence, inverse agonism; in the data active = inhibition above about 22%, passing the limit was not always enough;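 note: 0% = cells with DMSO and 100% = wells without cells with DMSO; values of inactives mirror those of a sister screen read the other way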
HTR5A inv ctr – HTR5A inverse agonists in luminescence cell assay, primary screen, counter-screen for OPRM1-OPRD1 heterodimer inverse agonist project, full-deck HTS. 5-hydroxytryptamine receptor 5A (Homo sapiens), P47898. inhibition, % at 9.3 µM. HTR5A cell line, inverse agonism. 0.083% of 340,000 active; in the data active = inhibition mostly above about 23%, no sharp cut-off; inactive = mostly below about 18%;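 note: 0% = cells with DMSO and 100% = no-cell wells with DMSO; some compounds called inactive have numbers as strong as hits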
Numbers without * were called inactive; . = not tested or not shown.

SMILES | PKA-R1A act | V-ATPase pHluor | HTR5A ag | Pemphigus Ab inh | PKA-R2B activ | Arrestin-AP2 inh | OPRM1-OPRD1 ag | DAGLB inhibitor | OPRM1-OPRD1 inv | HTR5A inv ctr
O=C(NN1CCOCC1)c1cc(S(=O)(=O)Nc2cccc(C(F)(F)F)c2)ccc1Cl | 5 | -1 | 0 | 93 | -15 | -7 | 1.1 | -1 | -8 | 1
CC(C)=CC(=O)OCC(=O)Nc1ccc(F)cc1Cl | 1 | -2 | -2 | 112 | 10 | 8 | 1.9 | 2 | -11 | 4
Cc1ccc(S(=O)(=O)c2nc(S(C)(=O)=O)sc2N2CCCC2)cc1 | -4 | -1 | 4 | 99 | -9 | 14 | -0.5 | 0 | 3 | 7
O=C(COc1cccc(C(F)(F)F)c1)Nc1nnc(C2CC2)s1 | -5 | 0 | 3 | 98 | 1 | -3 | -1.2 | 0 | 6 | -10
COc1cc(C2C(C(=O)c3ccc(C)o3)=C(O)C(=O)N2Cc2ccccc2)ccc1O (configuration not stated) | -12 | -6 | 3 | 99 | -3 | 22 | -1.6 | 0 | 10 | -7
CCc1n[nH]c(=S)n1/N=C/c1cccc2ccccc12 | -3 | 2 | -2 | 101 | 5 | -11 | 3.5 | -3 | -16 | 8
CCOC(=O)c1oc2c(CN3CCCCC3C)c(O)ccc2c(=O)c1-c1ccc(OC)c(OC)c1 (configuration not stated) | 2 | 2 | -2 | . | 8 | 22 | -2.2 | 0 | 12 | -11
O=S(=O)(Nc1cccc(C(F)(F)F)c1)c1cnc[nH]1 | -6 | -3 | -2 | 103 | -5 | 0 | -0.8 | 1 | 5 | -1
COc1ccc(NC(=O)Cn2nc(Cc3cccnc3)c3ccccc3c2=O)cc1OC | -12 | -1 | -2 | 100 | -4 | 1 | -0.9 | 4 | 5 | 6
O=C(Nc1ccc(S(=O)(=O)N2CCCCC2)cc1)c1ccc(=O)[nH]c1 | -11 | 10 | -5 | 112 | 1 | 23 | -2.6 | -3 | 10 | 8
CCN(CC)CCCN(C(=O)c1ccco1)c1nc(-c2ccc(C)cc2)cs1 | 1 | -3 | 1 | . | -8 | 5 | 2.8 | -6 | -13 | -17
O=C(c1ccccc1)N1N=C(C(F)(F)F)CC1(O)c1ccc(F)cc1 (configuration not stated) | -4 | 0 | 0 | 109 | 4 | -1 | 4.7 | -5 | -24 | -1
Cc1cccc(CC(C)NC(=O)c2cc(COc3ccc(C)c(C)c3)on2)n1 (configuration not stated) | 5 | 1 | -4 | 108 | -7 | -4 | -2.2 | -3 | 12 | -8
N#Cc1cc(C#N)c(N2CCN(c3ccccn3)CC2)nc1N | -5 | -1 | 5 | 111 | -3 | 1 | 4.5 | 1 | -24 | -24
CN(CC(=O)Nc1ccc(Cl)cc1)C(=O)c1ccc(N2CCCC2=O)cc1 | -4 | -1 | 2 | 99 | 7 | 30 | -1.4 | 1 | 5 | 21
NS(=O)(=O)c1ccc(NC(=O)Nc2cccc(Cl)c2)cc1 | -8 | 2 | 0 | 96 | 5 | -6 | 0.1 | 0 | -1 | 0
CCn1c(SCc2ccccc2)nc2ccccc2c1=O | 3 | 2 | 4 | 102 | 12 | -10 | 4.5 | -10 | -24 | -14
CCSCc1nc2ccccn2c1Br | -1 | -4 | 3 | 102 | 2 | 13 | -0.9 | 1 | 5 | 5
Cc1cc(C)c(S(=O)(=O)Nc2ccccc2-c2ccccc2)c(C)c1 | 0 | 3 | 0 | 110 | 1 | -2 | 8.0 | -12 | -42 | 15
CCc1nnc(NC(=O)c2ccc(-c3ccccc3Cl)o2)s1 | -1 | 1 | -2 | 98 | -1 | -5 | -2.4 | 1 | 13 | -11
O=C(NNC(=O)c1ccc[nH]1)c1cccc(C(F)(F)F)c1 | -2 | 2 | 2 | 100 | 8 | 6 | -2.9 | -2 | 15 | -18
Cc1cc(C)cc(Nc2c3c(nc4ncnn24)CCC3)c1 | -4 | -3 | 0 | 96 | 5 | 1 | -1.1 | 0 | 8 | 1
Cc1ccccc1NC(=O)N1CCCC(c2nc(-c3ccc(F)cc3)no2)C1 (configuration not stated) | 1 | -2 | 1 | 99 | 2 | -2 | -1.3 | -6 | 7 | -3
Cc1onc(-c2ccccc2)c1C(=O)OCCOc1ccccc1F | 6 | 4 | -1 | 99 | -7 | -8 | 2.4 | -11 | -20 | -21
O=C(Nc1nnc(-c2ccncc2)s1)Nc1ccccc1F | 3 | -1 | -2 | 102 | -7 | 39 | 1.5 | -3 | -9 | 6
CCCOc1ccc(N/C=C/C(=O)c2ccc(OC)c(OC)c2)cc1 | -4 | 5 | 1 | 102 | 8 | 2 | -1.1 | 0 | 5 | -2
CC(=O)Nc1cccc(NC(=O)CSc2nnc(Cc3cccn3C)n2CCc2ccccc2)c1 | -6 | 0 | 4 | 100 | 1 | -4 | -0.8 | 2 | 4 | 11
NS(=O)(=O)c1cccc(NC(=O)CSc2nc3ccccc3[nH]2)c1 | 4 | 0 | 10 | 101 | -12 | 3 | -1.7 | 1 | 9 | -29
Cc1oc(S(=O)(=O)N2CCCC2)cc1C(=O)Nc1ccccc1 | 1 | 5 | 6 | 115 | -4 | 42 | -1.7 | -1 | 9 | 0
O=C(COC(=O)Cc1ccc(Cl)cc1Cl)NC1CC1 | 5 | 0 | 1 | 84 | -6 | -6 | -2.6 | 0 | 14 | -3
C=CCn1c(=S)[nH]c2scc(-c3ccc(C)o3)c2c1=O | 3 | -1 | 6 | 104 | 3 | 12 | -0.8 | 5 | 4 | -17
COc1ccc(NC(=O)CSc2nnc(C)n2C2CCCCC2)cc1 | -4 | -5 | 1 | . | -1 | 22 | -0.2 | -2 | 1 | -4
CCOC(=O)N1CCN(S(=O)(=O)N2CCCC(C(=O)NCc3cccc(OC)c3)C2)CC1 (configuration not stated) | -12 | -5 | 0 | 102 | -9 | 6 | -1.8 | 0 | 9 | -9
Fc1ccc(NC(=S)Nc2cccc3ccccc23)cc1 | -8 | -1 | 0 | 99 | 0 | 14 | 3.6 | -1 | -18 | -12
O=C(O)C1=C[C@@H](C2CC2)C[C@@H](OCc2ccc(CO)cc2)O1 | 3 | 4 | 5 | 100 | -6 | -4 | -3.1 | -1 | 17 | -4
CC(=O)Nc1cc2c3c(cccc3c1)-c1ccccc1-2 | -9 | -2 | 3 | 98 | -12 | -3 | 1.9 | -3 | -10 | -13
COC(=O)c1cc(N2C(=O)C3C4C=CC(CC4)C3C2=O)ccc1Cl (configuration not stated) | 12 | 2 | -1 | 103 | -1 | -10 | -1.6 | -3 | 7 | 2
C=C1CCC[C@]2(C)C[C@H]3OC(=O)C(CNCCN(C)C)[C@H]3CC12 (some centres not stated) | 1 | 4 | 2 | 104 | -12 | -4 | -1.9 | 0 | 8 | -7
Cc1cc(=O)oc2cc(OCC(=O)N3CC[C@@]4(O)CCCC[C@H]4C3)c(Cl)cc12 | 0 | 2 | -2 | 105 | 1 | 1 | -1.9 | 2 | 9 | 31
CCOc1cccc(OCCOCCN(C)Cc2ccccc2)c1 | -6 | 0 | 1 | 101 | -5 | -2 | 0.1 | -3 | -1 | 5
Cc1ccc(C(C(=O)NC2CCCCC2)N(C(=O)Cc2c[nH]c3ccccc23)c2ccccc2)o1 (configuration not stated) | -6 | -3 | -8 | 106 | -3 | 12 | 4.2 | 3 | -21 | 21
COc1ccc(C)cc1Nc1nc(-c2c[nH]c3ccccc23)cs1 | -1 | -6 | 2 | 85 | -11 | 5 | 3.3 | 5 | -24 | -5
COC(=O)c1ccc(N2NC(=O)/C(=C/c3cc(OC)c(O)c(OC)c3)C2=O)cc1 | -7 | 1 | -3 | 101 | -1 | 4 | -4.1 | 6 | 18 | 12
O=C(CCCc1c[nH]c2ccccc12)N[C@@H](Cc1c[nH]c2ccccc12)C(=O)O | -5 | 0 | 5 | 113 | -7 | -11 | -2.9 | 1 | 13 | -19
O=S(=O)(c1ccc2ccccc2c1)N1CCN(C(=S)Nc2ccccc2F)CC1 | 1 | 2 | -4 | 98 | 0 | -12 | 0.6 | -6 | -3 | 10
O=C(C[n+]1ccncc1)c1ccccc1 | -7 | 3 | 0 | 123 | -4 | -3 | -3.6 | 4 | 18 | 1
Cc1cc(C)c2nc(NC(=O)c3cc(C)on3)sc2c1 | -1 | 4 | -5 | 109 | -12 | -2 | -0.1 | -9 | 0 | 6
Cn1c(=O)c2c(nc(N3CCOCC3)n2CCCNC2=NCCCCC2)n(C)c1=O | 1 | 3 | 3 | . | 9 | -2 | -2.3 | 0 | 12 | -9
COc1ccc(C(=O)Nc2ccnn2C2CCN(CC3CC=CCC3)CC2)cc1 (configuration not stated) | -2 | -5 | 2 | . | 2 | 9 | -2.3 | 1 | 13 | -9
CCN(CC)S(=O)(=O)c1ccc(N2CCOCC2)c(NC(=O)c2ccc(NC(C)=O)cc2)c1 | -11 | -3 | 0 | 98 | -6 | -14 | -1.7 | 1 | 9 | 1
CCN(CC)c1ccc(NC(=O)c2c(C)noc2C)cc1 | 4 | -2 | 3 | 102 | -10 | 1 | -3.2 | 3 | 17 | -8
CN1CCN(S(=O)(=O)c2ccc(Nc3ccc(F)cc3)nc2)CC1 | 5 | -3 | 1 | 94 | -4 | 3 | -0.5 | 2 | 2 | -3
O=C(COC(=O)c1ccc(F)c([N+](=O)[O-])c1)NC(=O)NCc1ccccc1 | -13 | -2 | 1 | . | 1 | 4 | -0.7 | -17 | 3 | -4
O=C(O)c1cccc(N2C(=S)N=C(Nc3ccccc3)C23CCCCC3)c1 | 0 | 2 | 3 | 85 | 5 | -1 | -1.5 | 3 | 9 | -10
Cc1ccc(C)c(C(=O)Cn2c(NCCO)nc3ccccc32)c1 | -2 | -2 | 1 | 99 | -11 | 8 | -2.2 | 1 | 10 | -3
O=C(O)Cn1cc(C(=O)C2CC2)c2ccccc21 | 4 | 1 | -4 | 100 | -1 | 5 | -1.1 | 1 | 6 | -1

Record cards, as listed above:
CCN(CC)S(=O)(=O)c1ccc(N2CCOCC2)c(NC(=O)c2ccc(NC(C)=O)cc2)c1 is entered as PKA-R1A act = -11; V-ATPase pHluor = -3; HTR5A ag = 0; Pemphigus Ab inh = 98; PKA-R2B activ = -6; Arrestin-AP2 inh = -14; OPRM1-OPRD1 ag = -1.7; DAGLB inhibitor = 1; OPRM1-OPRD1 inv = 9; HTR5A inv ctr = 1
O=C(O)Cn1cc(C(=O)C2CC2)c2ccccc21 is entered as PKA-R1A act = 4; V-ATPase pHluor = 1; HTR5A ag = -4; Pemphigus Ab inh = 100; PKA-R2B activ = -1; Arrestin-AP2 inh = 5; OPRM1-OPRD1 ag = -1.1; DAGLB inhibitor = 1; OPRM1-OPRD1 inv = 6; HTR5A inv ctr = -1
